# Screening results: PubChem BioAssay, National Center for Advancing Translational Sciences (NCATS)
# ERG Ets-DNA blk: qHTS for Small Molecule Inhibitors of the ERG Ets/DNA interaction; Transcriptional regulator ERG (Homo sapiens), P11308; fluorescence polarization, His-ERG Ets domain / labelled DNA; Potency, µM (top dose mostly 76.9 µM), inactives show at the top dose FP activity, negative = inhibition, actives largely listed as inhibitors; 0.028% of 370,000 active; AID 624246, 2012; active = well fitted inhibition curve with a large enough effect in the polarisation, with a control signal flat; inconclusive = small, poorly fitted or top-dose-only effect, or effect the other way, or a change in a side signal; inactive = no such curve, though single readings can be large or run the other way; the % refers to the polarisation;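 also: polarization taken with two DNA probes labelled with fluorescein and Texas red; potency is read from the fitted curve at half-maximal effect; % of control where 0% means no effect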
#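 His-tagged ERG Ets domain (1 uM in the protein solution; 300mM KCl, 50mM Tris-HCl, 1mM EDTA, 1mM DTT, pH 7.5) received compound, then a probe mix of 5 nM fluorescein-DNA and 100nM Texas-615-DNA. Fluorescence polarization was read for both dyes.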
# GLS inh: qHTS for Inhibitors of Glutaminase (GLS) | Glutaminase kidney isoform, mitochondrial (Homo sapiens), O94925 | GLS enzymatic activity, qHTS titration | Potency, µM (titrated, usually from 45.5 µM), inactives show at the highest dose activity change, negative = inhibition, usual class: inhibitors | 0.21% of 410,000 active; also: potency is read from the fitted curve at half-maximal effect; % is scaled to controls: 0 for no effect and ±100 for the full control effect
#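 hKGA in 45 mM KH2PO4 pH 8.2, 0.02% Tween-20 with pin-transferred compounds; 1 mM L-glutamine (stock) plus glutamate oxidase/HRP/Amplex Red coupling added. Fluorescence read initially and after 30 min at RT.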
# RGS4 inhibitor: Inhibitors of Regulator of G Protein Signaling (RGS) 4: qHTS; Regulator of G-protein signaling 4 (Homo sapiens), P49798; Transcreener GDP fluorescence polarization, RGS4-accelerated GTP hydrolysis; Potency, µM (doses to about 114 µM), for inactives: at the top dose activity change, negative = inhibition, hits mostly inhibitors; 0.039% of 390,000 active; also: potency is read from the fitted curve at half-maximal effect; % is scaled to controls: 0 for no effect and ±100 for the full control effect; nearly all actives have a fitted effect of over 75% in size; some results filed as inactive show a strong effect at the top dose
# Target sequence (P49798 whole entry, looked up): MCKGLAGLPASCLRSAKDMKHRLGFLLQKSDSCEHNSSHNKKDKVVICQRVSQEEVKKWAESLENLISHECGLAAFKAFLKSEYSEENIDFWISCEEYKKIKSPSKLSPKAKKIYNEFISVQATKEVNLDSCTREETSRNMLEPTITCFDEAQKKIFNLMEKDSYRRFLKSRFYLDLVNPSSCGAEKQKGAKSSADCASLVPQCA
#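 MLSMR compounds (23 nl, pin-transferred) preincubated 10 min at room temperature with a 500nM (2x) first reagent, then RGS4 at 900nM (2x) plus Transcreener GDP mix added; fluorescence polarization (620/688 nm) read before and after 90 min at 30 °C.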
# HP1b chromo inh: HTS for Inhibitors of HP1-beta Chromodomain Interactions with Methylated Histone Tails; Chromobox protein homolog 1 (Homo sapiens), P83916; AlphaScreen HP1-beta / biotin-H3K9me3 peptide binding; Potency, µM (doses to about 114 µM), for inactives: at the top dose activity change, negative = inhibition, actives largely listed as inhibitors; 0.56% of 390,000 active; AID 540317, 2011; also: potency is read from the fitted curve at half-maximal effect; nearly all actives have a fitted effect of over 70% in size; inactives centre near 23
# Target sequence (P83916 whole entry, looked up): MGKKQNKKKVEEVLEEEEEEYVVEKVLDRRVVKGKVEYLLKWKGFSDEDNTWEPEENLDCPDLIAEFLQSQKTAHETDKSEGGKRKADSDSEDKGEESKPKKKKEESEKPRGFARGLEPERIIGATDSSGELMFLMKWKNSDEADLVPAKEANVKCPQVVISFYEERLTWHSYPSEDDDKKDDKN
#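 AlphaScreen: HP1-beta (50 nM) preformed 30 min with biotin-H3(1-18)K9me3 peptide (50 nM) in PBS pH 7.4, 0.01% Tween-20. Compound added for 30 min at RT, then streptavidin donor/nickel chelate acceptor beads (10 ug/mL) for 30 min.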
# PI4K2A inh: qHTS for small molecular inhibitors of PI4K2A; purified PI4K2A, ADP-Glo luminescence, 1 h; stronger effect = lower value; AID 1346378, 2018; 0.13% of 420,000 active; activity change, negative = inhibition, % at 76.9 µM; Phosphatidylinositol 4-kinase type 2-alpha (Homo sapiens), Q9BTU6; in the data active = activity change below about -50%; inconclusive = mostly about -30% to -49%;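 also: -100% = wells without enzyme as full effect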
#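 Compounds are screened against recombinant PI4K2A using PI as substrate and ATP, the latter dispensed at 300 microM. Reactions run one hour at ambient temperature before ADP-Glo detection; full inhibition defined by wells lacking enzyme.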
# G9a inh: qHTS Assay for Inhibitors of Histone Lysine Methyltransferase G9a; G9a H3K9 monomethylation, AlphaScreen, 2 h; Potency, µM (top dose mostly 102 µM), without a hit: top-dose activity, negative = inhibition, usual class: inhibitors; 8.8% of 350,000 active; also: potency is read from the fitted curve at half-maximal effect; % is scaled to controls: 0 for no effect and ±100 for the full control effect; nearly all actives have a fitted effect of over 75% in size
#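 Using a bead-based AlphaScreen, monomethylated H3K9 product from 2 h room-temperature reactions (G9a 20 nM, peptide 500 nM, SAM 20 uM) was detected with 0.5 ug/mL rabbit anti-H3K9me1 antibody.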
# BAZ2B inh: qHTS Assay for Inhibitors of BAZ2B; AID 504333, 2011; 4.4% of 360,000 active; AlphaScreen BAZ2B-H3K14Ac peptide displacement; Potency, µM (highest dose often 114 µM), for inactives: at the top dose activity change, negative = inhibition, actives largely listed as inhibitors; also: potency is read from the fitted curve at half-maximal effect; % is scaled to controls: 0 for no effect and ±100 for the full control effect; nearly all actives have a fitted effect of over 60% in size
#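 AlphaScreen displacement: compounds (up to 110uM) incubated 30 min at room temperature with a preformed 50 nM BAZ2B/50 nM biotinylated H3K14Ac peptide complex in PBS pH 7.4 with Tween-20. Donor and acceptor beads at 10 ug/mL final added, 20 min light-protected before reading.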
# 12-LOX inh: Primary qHTS assay for inhibitors of human arachidonate 12S-lipoxygenase (ALOX12): Round 2; Polyunsaturated fatty acid lipoxygenase ALOX12 (Homo sapiens), P18054; purified 12hLO, xylenol orange hydroperoxide absorbance; Potency, µM (doses to about 108 µM), inactives show at the highest dose activity change, negative = inhibition, hits mostly inhibitors; 1.1% of 580,000 active; AID 1671190, 2021; also: potency is read from the fitted curve at half-maximal effect; % is scaled to controls: 0 for no effect and ±100 for the full control effect
# Target sequence (P18054 whole entry, looked up): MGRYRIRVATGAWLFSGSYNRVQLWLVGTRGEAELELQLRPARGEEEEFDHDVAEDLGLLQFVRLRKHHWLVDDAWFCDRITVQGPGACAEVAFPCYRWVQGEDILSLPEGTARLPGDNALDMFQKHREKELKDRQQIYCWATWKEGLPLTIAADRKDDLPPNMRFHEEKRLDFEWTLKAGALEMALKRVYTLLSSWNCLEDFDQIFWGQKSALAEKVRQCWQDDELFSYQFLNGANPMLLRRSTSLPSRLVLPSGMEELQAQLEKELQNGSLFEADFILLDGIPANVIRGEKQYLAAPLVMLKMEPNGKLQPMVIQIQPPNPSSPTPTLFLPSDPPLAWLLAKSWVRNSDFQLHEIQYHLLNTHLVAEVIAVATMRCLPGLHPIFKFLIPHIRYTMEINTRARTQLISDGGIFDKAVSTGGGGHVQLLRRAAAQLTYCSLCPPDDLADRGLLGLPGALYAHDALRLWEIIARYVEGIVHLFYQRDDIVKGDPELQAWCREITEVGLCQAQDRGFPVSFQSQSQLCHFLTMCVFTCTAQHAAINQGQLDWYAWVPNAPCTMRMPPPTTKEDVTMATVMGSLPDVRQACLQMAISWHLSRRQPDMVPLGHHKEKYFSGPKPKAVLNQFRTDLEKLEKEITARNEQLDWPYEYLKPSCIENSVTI
#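 Purified human 12hLO (150 nM final) in 25 mM Hepes, 0.01% Triton X-100, pH 7.0 was preincubated 15 min at room temperature with compound. Then 40 uM arachidonic acid was added, 30 min. Hydroperoxide was read by Fe-XO absorbance ratio 573/405 nm.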
# JMJD2A Tudor: qHTS Assay for Inhibitors of JMJD2A-Tudor Domain. Potency, µM (doses to about 114 µM), for inactives: top-dose activity change, negative = inhibition, usual class: inhibitors. AlphaScreen JMJD2A-Tudor / H3K4me3 peptide binding. Lysine-specific demethylase 4A (Homo sapiens), O75164. 4.4% of 390,000 active. AID 504339, 2011; also: potency is read from the fitted curve at half-maximal effect; % is scaled to controls: 0 for no effect and ±100 for the full control effect; nearly all actives have a fitted effect of over 50% in size
# An asterisk follows results filed as active; ? = inconclusive; nt = not tested or not shown; & = joins results of further samples; [ ] = dose if it differs, or a comment. Unless noted, calls follow the shape of the dose curve; as a rule, active = well fitted curve in the direction sought with a large enough effect; inconclusive = small, poorly fitted or top-dose-only effect, or another doubt; inactive = no such curve, though single readings can be large; an effect the other way counts as inactive or inconclusive. The list is partial. The share of hits here may be higher or lower than overall.
structure,ERG Ets-DNA blk,GLS inh,RGS4 inhibitor,HP1b chromo inh,PI4K2A inh,G9a inh,BAZ2B inh,12-LOX inh,JMJD2A Tudor
O=C(Nc1ccc(F)cc1)c1cccnn1,0%,-3%,13%,36%,1,?,1%,-89%,-7%
COc1ccc(N2C(=O)CC(N3CCC(O)(c4ccc(Cl)cc4)CC3)C2=O)cc1 (stereo unspecified),1%,2%,31%,29%,0,13%[2.33 µM],9%,24%,-11%
COc1ccccc1C(=O)COC(=O)c1cc(=O)[nH]c2ccccc12,-4%,-4%,-3%,33%,1,?,3%,2%,-7%
COc1ccc(-c2oc(=O)c3cc(OC)c(OC)cc3c2C#CCCCO)cc1,-5%,-6%,-5%,36%,-3,nt,nt,-7%,-6%
NC12NC(=O)C3(O)C4C5CC(C6C5C3C61)C42 (stereo unspecified),-5%,1%,-7%,9%,1,18%,8%,-4%,-10%
COc1ccc(-n2nnnc2-c2cnc3cc4c(cc3c2C)OCO4)cc1,6%,-4%,-21%,37%,3,2%[59 µM],6%,-22%,-21%
Cc1cc(C(F)(F)F)n2nc(-c3ccc(Br)cc3)cc2n1,-2%,3%,11%,54%[activator],1,8%[59 µM],3%,2%,6%
Cc1nc(-c2ccc(S(=O)(=O)NCc3ccc(N(C)C)cc3)cc2)co1,1%,7%,-16%,-8%[57 µM],-4,?,40µM*,-23%,50µM*
COc1ccc(S(=O)(=O)N(C)C[C@@H]2Oc3ccc(NS(=O)(=O)c4cn(C)cn4)cc3C(=O)N([C@@H](C)CO)C[C@@H]2C)cc1,2%,6%,4%,48%[activator],-3,nt,nt,-14%,-8%
COc1ccc(Nc2nnc(SCC(=O)NC(=O)Nc3ccc4c(c3)OCCO4)s2)cc1,-10%,-4%,6%,31%,-16,-113%[59 µM],-2%,-16%,-13%
Cc1cccc(C(=O)N/N=C/c2cc(Br)c(Br)o2)c1,1%,7%,-5%,8%,1,?,?,12%,?
CCOCCn1c(N2CCN(c3ccccc3)CC2)nc2c1c(=O)[nH]c(=O)n2C,-1%,0%,-21%,11%,6,3%,-4%,-3%,-16%
CCOc1ccccc1NC(=O)C1CCN(S(=O)(=O)c2ccc3[nH]c(=O)oc3c2)CC1,1%,18%,7%,20%,2,?,-7%,5%,-18%
COc1ccc(-c2csc(NC(=O)c3cc(-c4cccs4)nc4ccccc34)n2)c(OC)c1,-7%,2%,-5%,24%,-1,-41%,-3%,-28%,-13%
Cc1nc(CSc2nnc(N)s2)cs1,1%,4%,-5%,-5%,-3,-19%[59 µM],-23%,3%,-8%
Cc1cccc(C)c1OCCCCn1c(C2CC(=O)N(c3ccc(F)cc3)C2)nc2ccccc21 (stereo unspecified),3%,6%,-8%,16%,-7,14µM*,-15%,32µM*,?
N#Cc1cnc(Nc2nc3ccccc3o2)nc1-c1ccccc1,2%,5%,2%,34%,-1,2%[12.7 µM],-3%,27%&3%,-23%
OCC[C@@H]1C[C@H](O)[C@@H](O)[C@]2(OCCc3ccccc32)O1,-9%,1%,12%,48%[activator],-1,-9%,-21%,12%,-8%
COc1ccccc1N=Cc1c(C)c(C#N)c2[nH]c3ccccc3n2c1=O,11%,4%,-34%,36%,-6,-34%,-38%,1%,-30%
CCn1c(=O)c(C(=O)Nc2ccccc2F)c(O)c2ccccc21,5%,7%,6%,16%,3,16%,-6%,3%,-20%
COc1cccc(CNC(=O)CN(C)S(=O)(=O)c2ccc3[nH]c4c(c3c2)CCCC4)c1,0%,1%,1%,-2%,5,13µM*,-34%,-26%,?
CCCn1c(-c2ccc(OC)cc2)nc2nc3ccccc3nc21,7%,-3%,9%,85%[activator],1,40%,3%,10%,8%
Cc1ccc2c(c1)c(=O)c(C(=O)c1ccncc1)cn2CC(=O)Nc1ccccc1Cl,-11%,-11%,-30%,5%[57 µM],-4,-4%[59 µM],-14%,?,-25%
COc1ccc2c(c1)CC(C1(O)C(=O)Nc3ccccc31)C2=O (stereo unspecified),-1%,7%,10%,28%,6,0%,-4%,-9%,-15%
C=C(C)C(=O)N1CC2(CC(c3cccc(NC(=O)COc4ccc(Cl)cc4)c3)=NO2)C[C@@H]1C(N)=O (stereo partly specified),0%,10%,-29%,44%[activator],-5,-3%[12.7 µM],-1%,-24%,-1%

# Whole records as entered above:
# `Cc1cc(C(F)(F)F)n2nc(-c3ccc(Br)cc3)cc2n1` is entered as ERG Ets-DNA blk = -2%; GLS inh = 3%; RGS4 inhibitor = 11%; HP1b chromo inh = 54%[activator]; PI4K2A inh = 1; G9a inh = 8%[59 µM]; BAZ2B inh = 3%; 12-LOX inh = 2%; JMJD2A Tudor = 6%
# `Cc1nc(-c2ccc(S(=O)(=O)NCc3ccc(N(C)C)cc3)cc2)co1` is entered as ERG Ets-DNA blk = 1%; GLS inh = 7%; RGS4 inhibitor = -16%; HP1b chromo inh = -8%[57 µM]; PI4K2A inh = -4; G9a inh = ?; BAZ2B inh = 40µM*; 12-LOX inh = -23%; JMJD2A Tudor = 50µM*

# The listing continues:
structure,ERG Ets-DNA blk,GLS inh,RGS4 inhibitor,HP1b chromo inh,PI4K2A inh,G9a inh,BAZ2B inh,12-LOX inh,JMJD2A Tudor
CCOc1ccc(C(=O)Cc2cc3cccc(OC)c3oc2=O)cc1,-4%,3%,-20%[56.9 µM],62%[activator],0,19%[2.33 µM],11%,6%,4%
O=C(Nc1ccc(N2CCOCC2)cc1)C1CCCCN1S(=O)(=O)c1ccccc1 (stereo unspecified),4%,38%[activator],-9%,29%,2,-34%,-31%,-6%,-12%
COc1ccc(-c2nnc(SCC(=O)NCc3ccc(C)cc3)nc2-c2ccc(OC)c(OC)c2)cc1OC,-12%,7%,-23%,11%,1,-34%[59 µM],-25%,-14%,-29%
O=C(Nc1ccccn1)NC12CC3CC(CC(C3)C1)C2,1%,-7%,16%,14%,-1,-1%,12%,-1%,-1%
Brc1ccc(-c2nn3c(Cc4ccccc4)nnc3s2)o1,-5%,12%,25%,21%,2,?,-38%,?,-6%
O=C(N/C(=C\c1ccc(Br)cc1)C(=O)N1CCCC1)c1cccs1,8%,-5%,11%,28%,-7,-30%,11%,-2%,-10%
COC(=O)CSC(C(=O)Nc1ccc(C)c(C)c1)c1ccccc1 (stereo unspecified),6%,-2%,-21%,28%,-5,nt,7%,0%,9%
CCOc1ccccc1CN1CCNC(=O)C1CC(=O)NC1CCCCCCC1 (stereo unspecified),10%,14%,-4%,21%,-8,nt,nt,0%,-4%
Cc1cc(Cl)ccc1NC(=O)C1CCN(c2nnc(-n3c(C)ccc3C)s2)CC1,-1%,4%,-14%,20%,1,11%[59 µM],-3%,-8%,-12%
O=C(Nc1ccc(N2CCN(C(=O)c3ccc(Cl)cc3)CC2)cc1)c1ccc2c(c1)OCCO2,-2%,10%,-16%,-1%,6,79µM*,-10%,3%,-32%
Oc1ccccc1C1=NCCNC(C(F)(F)F)=C1,-7%,9%,1%,21%,0,nt,-9%,5%,-12%
CCOc1ccc(NC(=O)CSc2nc(-c3cccs3)cc(C(F)(F)F)c2C#N)cc1,?,11%,-11%,33%,1,-1%[59 µM],-1%,-9%,0%
N#Cc1c(N)oc(-c2ccc3c(c2)OCO3)c1-c1ccc2c(c1)OCO2,-2%,7%,-14%,2%,-6,50µM*,?,?,-32%
COC(=O)C1CCN(CC(=O)Nc2ccc(OC)c(Cl)c2)CC1,-6%,0%,-15%,39%,-2,5%,-15%,12%,-8%
CN(CC(=O)Nc1ccc(F)cc1)C(=O)COc1ncnc2ccccc12,6%,-1%,3%,28%,-1,20%[59 µM],-7%,0%,10%
Cc1ccc(CNC(=O)c2cccc(Nc3nc4ccccc4n4nnnc34)c2)cc1,7%,0%,26%,22%,0,?,-4%,-16%,-8%
Cc1ccc(C(=O)CC2(O)C(=O)N(C)c3ccccc32)s1 (stereo unspecified),7%,-3%,5%,47%[activator],4,45µM*,-10%,-10%,3%
COc1cc(CN2CCCN(C)CC2)c([N+](=O)[O-])cc1OC,-14%,12%,-43%,42%[activator],?,?,-9%,?,?
COc1ccc(N2CCN(C3=CC(=O)N(c4cccc(Cl)c4)C3=O)CC2)cc1,5%,-7%,49%,?,3,?,11µM*,1%,?
C[C@H]1CCC(=O)N([C@H](CSc2ccccc2)Cc2ccccc2)CC1,2%,1%,-3%,85%[activator],2,nt,-6%,-6%,36%
Cc1cc(CNC(=O)Nc2ccc3c(c2)OCO3)nn1C,9%,15%,26%,4%,0,-26%[59 µM],-18%,-3%,-13%
Cc1ccsc1C1NC(=O)c2ccccc2N1 (stereo unspecified),2%,27%,10%,27%,1,?,-11%,?,-17%
